DAGLB inh: diacylglycerol lipase beta (human) inhibition | Q8NCG7 | HEK293T DAGLB membrane lysate, EnzChek fluorogenic substrate | inhibition, % at 5.17 µM | hit rate 0.059% among 340,000; in the data active = inhibition above about 34%;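 also: 0% = enzyme with vehicle and 100% = wells lacking enzyme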
Target sequence (Q8NCG7 whole entry, looked up): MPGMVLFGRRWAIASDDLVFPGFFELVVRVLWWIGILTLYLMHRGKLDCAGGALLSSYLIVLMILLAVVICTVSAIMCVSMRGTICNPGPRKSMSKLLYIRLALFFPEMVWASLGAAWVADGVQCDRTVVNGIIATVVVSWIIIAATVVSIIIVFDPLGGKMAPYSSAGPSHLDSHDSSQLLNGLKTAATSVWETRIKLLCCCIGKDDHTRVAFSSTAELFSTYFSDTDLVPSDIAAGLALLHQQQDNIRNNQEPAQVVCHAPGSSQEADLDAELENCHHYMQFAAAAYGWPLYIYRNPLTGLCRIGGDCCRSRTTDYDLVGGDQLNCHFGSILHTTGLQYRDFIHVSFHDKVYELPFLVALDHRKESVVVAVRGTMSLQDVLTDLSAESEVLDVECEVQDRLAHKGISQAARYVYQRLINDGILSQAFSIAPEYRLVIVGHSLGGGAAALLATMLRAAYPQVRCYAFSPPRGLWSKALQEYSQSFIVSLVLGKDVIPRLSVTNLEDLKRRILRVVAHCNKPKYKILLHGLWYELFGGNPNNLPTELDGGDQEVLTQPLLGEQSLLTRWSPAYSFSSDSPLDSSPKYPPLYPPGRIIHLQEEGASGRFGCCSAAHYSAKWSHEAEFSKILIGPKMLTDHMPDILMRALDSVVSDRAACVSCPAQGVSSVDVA
PfHsp90 set2: reduces growth (ATP signal) of yeast expressing P. falciparum Hsp90; S. cerevisiae expressing PfHsp90, BacTiter-Glo ATP, 48 h; yeast lacking PDR1 and PDR3 efflux regulators; inhibition, % at 9.4 µM; hit rate 0.32% among 310,000;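 active = every replicate shows inhibition above about 80%, whatever the replicate mean, limit read from the data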;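 also: 0% = DMSO neutral controls and 100% = 20 µM radicicol positive controls; yeast relying on Plasmodium falciparum Hsp90 in place of its own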
Rtt109 HAT inh: C. albicans Rtt109 histone acetyltransferase inhibition; Q5AAJ8; purified Rtt109/Vps75, ThioGlo CoA-SH fluorescence, 4 h; inhibition, % at 34.9 µM; hit rate 0.16% among 330,000; AID 540336;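 active = inhibition of at least 50% in every replicate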
Target sequence (Q5AAJ8 whole entry, looked up): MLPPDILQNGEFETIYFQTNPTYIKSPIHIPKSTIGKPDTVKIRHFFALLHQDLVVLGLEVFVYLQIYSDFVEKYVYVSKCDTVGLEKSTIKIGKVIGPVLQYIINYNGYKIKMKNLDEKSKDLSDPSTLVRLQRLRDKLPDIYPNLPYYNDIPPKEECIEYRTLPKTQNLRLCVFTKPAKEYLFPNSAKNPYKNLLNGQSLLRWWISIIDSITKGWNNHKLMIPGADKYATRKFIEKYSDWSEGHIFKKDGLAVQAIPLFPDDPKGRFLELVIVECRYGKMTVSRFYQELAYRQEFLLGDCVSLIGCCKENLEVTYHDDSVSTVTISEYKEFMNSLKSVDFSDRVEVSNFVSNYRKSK
AddAB inh: less growth of phage-infected E. coli with AddAB. inhibition, % at 11.9 µM. hit rate 0.29% among 330,000. E. coli expressing H. pylori AddAB, absorbance growth. AID 435030; in the data active = inhibition above about 12%;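 also: 0% = vehicle wells of infected cells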
Wnt act: activators of Wnt/beta-catenin signaling; Wnt/beta-catenin reporter cell assay, activator, plate reader; hit rate 1.2% among 300,000; activation, % at 9.35 µM; AID 743398; in the data active = activation above about 30%, passing the limit was not always enough;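 also: 0% = neutral control wells and 100% = positive control wells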
E coli growth: reduces bacterial viability in AddAB counter-screen | hit rate 0.27% among 330,000 | E. coli V3065 growth, OD600 absorbance, 18 h | inhibition, % at 11.9 µM;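 active = inhibition above the campaign's mean inhibition across all tested compounds plus 3 SD, cut at about 9.9% in these data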;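 also: uninfected addAB+ strain grown without phage in ampicillin broth; 0% = DMSO wells and 100% = ciprofloxacin 0.95 µg/ml wells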
CAL PDZ FP: blocks peptide binding to human CAL PDZ domain; Q9HD26; purified CAL PDZ, TMR-peptide fluorescence polarization, 1 h; inhibition, % at 20 µM; hit rate 0.02% among 330,000;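 active = highest replicate inhibition of at least 40%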;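 also: plate controls were DMSO neutral control wells for no effect and unlabeled competitor peptide control wells for full effect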
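System: purified tagged CAL PDZ domain construct (CerCALP). Schedule: 1 h incubation at room temperature before polarization reading. Medium: 25 mM sodium phosphate pH 7.4, 150 mM NaCl, TCEP, IgG, Thesit. Read-out: percent inhibition from loss of millipolarization. Measured by: FP readout, S and P plane fluorescence. Probe or stimulus: fluorescent TMR peptide probe.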
PvdQ acylase: blocks Pseudomonas aeruginosa PvdQ acylase activity | AID 488965 | inhibition, % at 10 µM | purified PvdQ acylase, fluorescence plate reader | hit rate 0.063% among 340,000; in the data active = inhibition above about 30%, passing the limit was not always enough;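 also: 0% = vehicle neutral wells and 100% = reference inhibitor wells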
phage Ecoli inh: E. coli growth loss with phage present. growth absorbance. inhibition, % at 11.9 µM. hit rate 0.26% among 360,000; in the data active = inhibition above about 11%
Tat transport: blocks Tat-dependent protein export in E. coli; AID 488895; hit rate 0.036% among 340,000; inhibition, % at 10 µM; E. coli MC4100 TorA-mCherry Tat export, fluorescence;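 active = mean replicate inhibition at least 50% and at least half of replicates individually reaching 50%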;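 also: exported cargo escapes ClpAP degradation while cytoplasmic cargo is degraded and loses fluorescence; 0% = median of neutral control wells and 100% = median of NaSCN control wells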
Numbers without * were called inactive; x = no result given.

SMILES	DAGLB inh	PfHsp90 set2	Rtt109 HAT inh	AddAB inh	Wnt act	E coli growth	CAL PDZ FP	PvdQ acylase	phage Ecoli inh	Tat transport
CC(C)Cn1c(N)c(C(=O)COC(=O)CCc2nc3ccccc3c(=O)[nH]2)c(=O)n(C)c1=O	-7	4	0	1.6	-2	-3.7	-0.4	8	0.3	-1
O=C(Nc1nc(-c2ccc(F)cc2)cs1)C1CCN(C(=O)c2ccc(F)cc2)CC1	0	2	4	2.4	-9	1.4	-0.7	-12	1.1	8
O=C(c1cccs1)N1CCN(Cc2ccncc2)CC1	4	15	-1	1.2	-2	-0.4	1.1	-8	-3.1	-5
CCOC(=O)Cc1csc(NC(=O)CCS(=O)(=O)Cc2ccccc2)n1	2	4	6	0.3	x	1.2	-1.3	-1	-0.1	-2
CCN(CC)C(=O)CSc1n[nH]c(=O)n1CCc1ccccc1	-1	-15	-4	0.8	0	-0.3	-2.2	-3	0.8	-2
O=S(N1CCCCCC1)C12CC3CC(CC(C3)C1)C2 (configuration not stated)	1	16	8	-0.9	x	0.4	-0.2	-4	2.4	2
O=C(COC(=O)c1cc[n+]([O-])cc1)Nc1cccc(F)c1	1	27	1	0.2	-4	0.5	-2.7	-2	0.6	18
COc1ccc(/C=C/C(=O)NCCN2CCOCC2)cc1OC	1	-21	-3	3.2	0	0.7	-1.1	-3	2.2	-1
CN(C)c1ccc(C=NNc2nc3c([nH]2)c(=O)n(C)c(=O)n3C)cc1	3	16	3	x	2	x	0.1	-5	3.8	3
CCOC(=O)N1C=CC=C[C@@H]2[C@@H](N3C(=O)c4ccccc4C3=O)C(=O)N21	-1	24	1	2.0	-2	0.0	1.1	-8	5.4	-9
CC1CN(C(=O)COC(=O)c2cccs2)CC(C)O1 (configuration not stated)	5	-7	6	2.6	x	-0.7	0.6	2	3.7	-3
CCc1cc(C(c2ccccn2)N2CCN(C)CC2)c(NC(=O)c2ccccc2)s1 (configuration not stated)	0	-14	4	4.3	-2	0.5	0.4	-16	1.3	5
CC(=O)c1ccc(NC(=O)C2(S(=O)(=O)c3ccccc3)CC2)cc1	1	24	-2	1.0	-9	-2.5	-1.6	-9	5.3	-5
O=C(c1ccccc1)c1ccc(NCCCn2ccnc2)c([N+](=O)[O-])c1	5	-3	9	-0.3	-2	-0.8	-0.3	-1	3.7	-3
O=C(NCc1cccc(C(F)(F)F)c1)c1cccc(S(=O)(=O)NCc2ccccc2)c1	-1	-7	-3	0.2	x	-0.3	-1.9	-26	0.8	10
O=S(=O)(c1ccc(NC(=S)N2CCN(c3ccccc3F)CC2)cc1)N1CCOCC1	-2	13	2	1.0	-9	0.6	-1.2	2	3.4	-2
COC(=O)C1=C(N)c2c(F)cccc2C1(C#N)c1ccc(F)cc1 (configuration not stated)	-3	8	3	-1.1	x	2.0	-1.2	-11	1.8	1
COc1ccc(OC)c2sc(N3CCCCC3)nc12	-3	x	0	0.3	24	-1.0	-0.7	-5	3.3	2
CC(=O)c1cccc(Nc2nc(-c3cccnc3)cs2)c1	2	-24	0	x	17	x	0.1	-12	4.8	-5
Cc1sc2ccccc2[n+]1CCC(C)S(=O)(=O)[O-] (configuration not stated)	3	-8	30	2.4	0	0.6	0.5	14	-0.3	23
O=C(c1cnsn1)N1CCC(CO)(Cc2ccc(Cl)cc2)CC1	-3	-15	1	3.4	-1	1.2	-1.8	-8	2.9	-4
CCC(C)N(C(=O)COc1ccc(Cl)c2cccnc12)C1CCS(=O)(=O)C1 (configuration not stated)	2	-17	0	1.4	-2	1.1	-0.7	-2	3.0	14
O=C(NC(=S)NC1CCCCC1)c1ccc(Cl)cc1	-13	0	0	-0.2	28	0.6	-1.2	-6	3.1	12
CC1CC(C)CN(C(=O)CCC(=O)Nc2nnc(C(C)C)s2)C1 (configuration not stated)	-2	-17	-2	-0.3	0	-0.6	-1.3	-2	0.9	4
O=C(N/N=C/C=C/c1ccco1)c1ccncc1	3	3	2	0.3	2	-1.3	-0.8	-5	2.9	-12
CCOC(=O)Cn1cc(-c2ccccc2)nn1	-1	5	5	1.1	11	-2.1	-0.7	-12	1.4	-2
Cn1c(=O)[nH]c(=O)c2c1nc(N1CCCCC1)n2CCCSc1nnnn1-c1ccccc1	3	3	-2	-0.7	-1	0.0	-0.8	-7	3.4	-1
Cc1cccc(OCC(=O)N/N=C/c2cn[nH]c2-c2ccc(Cl)c(Cl)c2)c1	-1	-47	-2	-0.8	x	-0.4	-2.2	-14	-0.5	1
CCOC(=O)c1cc(NC(=O)Nc2ccccn2)c(C)nc1C	1	2	x	0.4	x	3.3	-4.1	2	4.2	5
NC(=O)Cc1ccc(C(=O)c2ccccc2)s1	-3	7	9	2.1	-1	-1.6	-1.0	6	3.4	-3
CCn1c2ccccc2c2cc(NC(=O)COc3ccc(OC)cc3)ccc21	-6	x	1	0.7	-2	-0.3	-0.7	-13	2.7	-1
C=CCNC(=S)N/N=C/c1ccc(C(F)(F)F)cc1	-1	-10	-6	5.0	-2	-0.1	-0.6	-12	4.3	4
C[C@@]12C(=O)Nc3ccc(Cl)cc3C(=O)N1[C@H]1c3ccccc3OC[C@@H]1[C@@H]2c1ccccc1	-8	107*	0	4.0	x	-3.5	-0.3	6	x	-3
CCCCN(C(=O)c1ccc2c(c1)OCCO2)c1c(N)n(CC(C)C)c(=O)[nH]c1=O	0	x	1	1.1	-2	0.9	-0.6	-7	-0.1	-4
O=C1NC[C@H](Cc2ccccc2)N(CC2CCCCC2)C1=O	-2	8	1	2.9	0	0.3	-0.7	-12	4.3	5
CC1(C)CC(NC(=O)c2ccc(Cl)cc2Cl)CC(C)(C)N1	-2	7	-2	1.3	-2	0.8	0.2	-14	0.7	0
Cc1ccc(-n2c(SCC(N)=O)nc3c([nH]c4ccccc43)c2=O)cc1	0	-13	7	-0.1	-1	-1.1	-0.8	3	2.5	-2
CC(C)NC(=O)[C@@H]1C[C@@]1(C)[C@@H](NC(=O)OCc1ccccc1)c1ccccc1	-1	x	5	2.8	-1	-1.5	-0.6	-6	3.3	3
O=C(Nc1nccs1)C1(S(=O)(=O)c2ccc(Cl)cc2)CC1	1	3	0	1.2	-1	1.8	0.0	17	2.6	-2
O=C(NC1CCCCC1)C(c1cccnc1)N(CCc1ccccc1)C(=O)Cc1cccs1 (configuration not stated)	0	-7	6	-1.9	-3	1.2	-0.6	-10	2.5	1
COc1ccc(CCNC(=O)CN2CCCc3ccccc32)cc1OC	2	23	2	1.6	1	2.4	-2.1	-8	1.9	-3
COc1cccc(NC(=O)CNC(=O)c2ccccc2)c1	4	7	13	1.2	11	0.6	-0.6	-5	1.2	7
Cc1cccc(N2C(=O)CC(Sc3ccccc3C(=O)O)C2=O)c1 (configuration not stated)	-1	1	4	0.6	-1	1.4	-2.9	-11	2.4	-12
Cc1nc(N2CCN(c3ccccn3)CC2)c2c(C)c(C(=O)Nc3c(C)cc(Br)cc3C)sc2n1	0	-7	-9	2.2	-3	-1.4	-0.1	-11	2.5	-4
NC(=O)/C=C\C(=O)Nc1cccc(C(F)(F)F)c1	1	97*	x	-0.1	-2	0.1	-1.0	1	1.0	3
CCOC(=O)[C@@H]1[C@H]2COc3ccccc3[C@H]2N2C(=O)N(c3ccccc3)C(=O)[C@]12C	-1	10	-15	2.6	x	-1.5	-0.7	-11	x	1
Nc1cc(=O)[nH]c(=O)n1-c1cccc(F)c1	1	-17	0	1.8	-3	1.6	-2.0	-17	4.9	1
CC(=O)C1=C(O)C(=O)N(c2cccc(C(=O)O)c2)C1c1ccccc1F (configuration not stated)	1	-11	1	x	-1	x	-1.1	-13	2.6	-5
CCCCCn1c(CN2CC(C)OC(C)C2)nc2c1c(=O)n(C)c(=O)n2C (configuration not stated)	1	-5	12	-4.3	3	-1.7	0.1	-1	1.4	-2
S=C(Nc1ccccc1)NC1CCN(Cc2ccccc2)CC1	1	4	-3	4.4	5	1.2	-3.4	-13	2.1	4
Cc1oc2cc3oc(=O)c(CCC(=O)NC4CC4)c(C)c3cc2c1C	-1	-16	13	4.2	11	0.8	-1.5	5	-0.6	-2
CC(C1=C(CCN(C)C)Cc2ccccc21)c1ccccn1 (configuration not stated)	-1	5	1	x	-6	x	-0.4	-16	3.5	-2
Cn1cc(CN2CCCC(C(=O)c3cccs3)C2)c(-c2cccc(Cl)c2)n1 (configuration not stated)	-3	x	-1	0.4	-2	-5.7	0.1	-1	-0.5	16
COc1ccccc1N(C)S(=O)(=O)c1ccc(C(=O)NC2=NCCS2)cc1	-3	-5	10	1.0	-6	-1.4	0.4	-17	1.8	2
Cc1sc2nc(CSCC(=O)N(C)CC(=O)Nc3ccc(F)cc3)[nH]c(=O)c2c1C	-2	x	7	-1.4	0	1.4	-3.9	-11	-2.1	-2
O=C(CNS(=O)(=O)c1ccc2ccccc2c1)Nc1ccc(F)c(F)c1F	-2	-3	-1	0.9	-1	-1.1	-1.4	-7	-1.3	2
CCN1C/C(=C/c2cccc([N+](=O)[O-])c2)C(=O)/C(=C/c2cccc([N+](=O)[O-])c2)C1	0	102*	-2	3.5	x	-3.3	-2.0	10	-1.0	-3
COCCCNC(=O)CCSc1ccc(C)cc1	0	-5	-2	0.7	8	0.9	-0.1	4	1.5	-1
CCN1CCN(c2ccccc2NC(=O)c2ccc(-n3cccn3)cc2)CC1	-1	-13	8	0.8	-2	-3.5	-1.8	-2	-1.2	1
CCOC(=O)NC1(C(F)(F)F)N=C(c2ccccc2)NC1=O (configuration not stated)	-2	63	-5	1.4	-3	0.7	-1.5	-9	0.5	-3

(listing goes on)
SMILES	DAGLB inh	PfHsp90 set2	Rtt109 HAT inh	AddAB inh	Wnt act	E coli growth	CAL PDZ FP	PvdQ acylase	phage Ecoli inh	Tat transport
CN(C)c1ccc(NC(=S)NC(=O)/C=C/c2ccc(Cl)cc2)cc1	1	x	17	2.9	27	2.3	-0.4	-6	1.3	8
Cc1ccc(C)c(NC(=O)COC(=O)c2c(C)nn(-c3ccccc3)c2C)c1	-5	17	-4	-0.8	3	0.9	0.1	-11	1.8	5
CCOc1ccccc1OCC(=O)Nc1ccccc1C(=O)NC1CC1	-5	x	-6	-1.0	3	-0.9	-2.1	-11	1.7	3
Cc1ccccc1C(=O)Nc1nnc(CC(=O)N/N=C/c2ccco2)s1	2	-3	-8	0.7	0	-1.0	-2.8	-4	-0.3	5
Cc1ccnc(NC(=O)CCC(=O)N(CC(=O)NCc2ccc(F)cc2)Cc2ccco2)c1	-1	32	5	3.3	-2	-0.2	-3.4	-13	-0.1	3
CN(CC(=O)Nc1ccc(Cl)c(Cl)c1)C(=O)C12CC3CC(CC(C3)C1)C2	-4	30	7	-0.2	-3	-1.1	-3.5	-12	1.4	6
CC(C)(C)C1CCC(=NNC(=O)c2ccco2)CC1 (configuration not stated)	0	19	1	3.4	4	1.9	-1.2	-15	0.6	-2
O=C(CNC(=O)COc1ccccc1)NCCN1CCOCC1	2	x	-3	-0.4	-2	0.5	-1.1	1	3.9	-4
CSc1nc(-c2ccccc2)nc2c1COC(C)(C)C2	-9	-115	1	-0.2	x	-3.0	-1.5	-11	0.6	-1

Part of the list above, reformatted:
Compound: CC(C)(C)C1CCC(=NNC(=O)c2ccco2)CC1 (configuration not stated)
  DAGLB inh: 0
  PfHsp90 set2: 19
  Rtt109 HAT inh: 1
  AddAB inh: 3.4
  Wnt act: 4
  E coli growth: 1.9
  CAL PDZ FP: -1.2
  PvdQ acylase: -15
  phage Ecoli inh: 0.6
  Tat transport: -2

Compound: O=C(CNC(=O)COc1ccccc1)NCCN1CCOCC1
  DAGLB inh: 2
  PfHsp90 set2: x
  Rtt109 HAT inh: -3
  AddAB inh: -0.4
  Wnt act: -2
  E coli growth: 0.5
  CAL PDZ FP: -1.1
  PvdQ acylase: 1
  phage Ecoli inh: 3.9
  Tat transport: -4

High-throughput results from PubChem.
